Source: PubChem
M1 PAM: potentiates human M1 receptor response to acetylcholine; P11229; CHO-K1 hM1, Fluo-8 calcium fluorescence, ACh EC20; 0% = ACh EC20, 100% = maximal ACh; activation, % at 3 µM; actives 0.088% (n = 360,000); in the data active means activation above about 19%, passing the limit was not always enough
Target sequence (P11229 whole entry, looked up): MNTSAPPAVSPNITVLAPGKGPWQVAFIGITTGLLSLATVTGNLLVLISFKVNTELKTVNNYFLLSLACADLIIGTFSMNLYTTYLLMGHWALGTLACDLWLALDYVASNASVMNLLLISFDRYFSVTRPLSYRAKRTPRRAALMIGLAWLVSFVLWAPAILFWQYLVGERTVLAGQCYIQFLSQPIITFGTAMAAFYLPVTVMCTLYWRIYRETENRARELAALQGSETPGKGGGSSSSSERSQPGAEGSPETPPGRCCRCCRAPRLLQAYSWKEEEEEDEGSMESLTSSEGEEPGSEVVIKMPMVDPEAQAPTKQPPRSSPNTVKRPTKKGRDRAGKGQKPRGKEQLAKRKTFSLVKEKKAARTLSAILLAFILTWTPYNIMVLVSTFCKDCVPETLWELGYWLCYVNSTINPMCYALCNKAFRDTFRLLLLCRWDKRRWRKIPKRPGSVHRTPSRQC
TAAR1 antagonist: antagonists of human TAAR1; CHO RD-HGA16 TAAR1, Fluo-8 calcium fluorescence, antagonist; inhibition, % at 3 µM; actives 1.5% (n = 360,000); AID 624466;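 active means inhibition above a per-plate cutoff, the mean inhibition of test compounds on that plate plus 3 SD, cut at about 49% in these data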;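 further: 0% = DMSO plus EC80 beta-PEA response and 100% = DMSO alone without agonist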
Target sequence (Q96RJ0 whole entry, looked up): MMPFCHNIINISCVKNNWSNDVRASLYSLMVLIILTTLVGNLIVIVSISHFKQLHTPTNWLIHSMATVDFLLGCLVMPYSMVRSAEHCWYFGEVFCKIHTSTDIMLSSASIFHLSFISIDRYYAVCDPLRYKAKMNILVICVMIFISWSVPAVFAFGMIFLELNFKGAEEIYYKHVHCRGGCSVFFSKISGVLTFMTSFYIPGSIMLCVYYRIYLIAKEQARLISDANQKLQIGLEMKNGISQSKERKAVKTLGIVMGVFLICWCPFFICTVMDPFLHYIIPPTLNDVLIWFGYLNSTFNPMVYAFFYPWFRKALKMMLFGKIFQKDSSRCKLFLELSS
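Test system: CHO RD-HGA16 cells bearing hTAAR1 | Reagent: β-PEA, EC80 | Compound dosing: 3 µM, single point | Schedule: Dye loading 75 min at 37 °C, then 30 min room temperature | Signal: Calcium fluorescence with Fluo-8 | Evaluation: Percent inhibition of PEA-evoked calcium signal, max/basal emission ratio | Control set: DMSO-only wells and EC80 β-PEA-stimulated wells | Repeats: Singlicate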
M1 ag parental: M1 agonist counterscreen hit in parental CHO-K1 cells; Fluo-8 calcium fluorescence; scaled to maximal ATP response, vehicle zero; activation, % at 3 µM; actives 0.48% (n = 360,000); AID 602248; in the data active means activation above about 15%;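 further: untransfected CHO-K1 host cells lacking M1 receptor as counterscreen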
CHO-K1 Ca antag: counter-screen for M1 antagonists: effect in parental CHO-K1 cells. ATP-induced calcium, Fluo-8 fluorescence. inhibition, % at 3 µM. actives 0.6% (n = 360,000);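 active means inhibition above a per-plate cutoff, the plate's mean sample inhibition plus 3 SD, cut at about 24% in these data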;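 further: 0% = DMSO plus EC80 ATP and 100% = DMSO alone without ATP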
M1 antag: antagonists of human M1 muscarinic receptor; actives 1.3% (n = 360,000); inhibition, % at 3 µM; CHO-K1 hM1, Fluo-8 calcium fluorescence, ACh EC80 antagonist; AID 588852;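 active means percent inhibition above its own plate's cutoff, namely the mean of that plate's compound wells plus 3 SD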;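 further: peak over basal fluorescence ratio during 140 s after agonist addition; 0% = ACh EC80 plus DMSO and 100% = DMSO alone without agonist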
CHO parental Ca: signal in parental CHO cells, OX1R antagonist counter-screen. parental CHO-K1, ATP-induced calcium, Fluo-8 fluorescence. inhibition, % at 5.6 µM. actives 0.63% (n = 330,000);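 active means inhibition above that plate's mean sample inhibition plus 3 SD, cut at about 26% in these data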;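 further: 0% = ATP-challenged DMSO wells and 100% = DMSO wells without ATP; some compounds past the cut are filed as inactive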
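material = parental CHO cells | also added = ATP as calcium-mobilizing challenge | dosing = single point at 5.6 µM | detection = intracellular calcium via Fluo-8 no-wash fluorescent dye | read-out = % inhibition | benchmarks = low control ATP plus DMSO, high control DMSO only | repeats = one well per compound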
TAAR1 ag: agonists of human TAAR1; Q96RJ0; CHO RD-HGA16 TAAR1, Fluo-8 calcium fluorescence; vehicle wells 0%, saturating PEA agonist 100%; activation, % at 3 µM; actives 0.99% (n = 360,000); AID 624467;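 active means activation above the mean activation of all test compounds in the run plus 3 SD, cut at about 38% in these data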
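Assay system: CHO-derived RD-HGA16 cells with stable Gα16 and human TAAR1; timing: 17-24 h seeding, 75 min 37 °C dye, 30 min RT; read-out: % activation from peak over basal fluorescence ratio, DMSO-to-PEA scaled; measured by: kinetic Fluo-8 calcium fluorescence; benchmarks: low control DMSO, high control PEA (EC100); doses: 3 µM single concentration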
M1 PAM parental: M1 PAM counterscreen hit in parental CHO-K1 cells; ATP EC20, Fluo-8 calcium fluorescence; 0% at ATP EC20, 100% at ATP max; activation, % at 3 µM; actives 0.02% (n = 360,000); AID 602247;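 active means activation above the run cutoff, the mean activation of all test compounds plus 3 SD, cut at about 40% in these data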;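 further: peak over basal fluorescence ratio in a 140 s read after ATP addition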
CHRM1 agonist: human M1 muscarinic receptor agonism; P11229; CHO-K1 hM1, Fluo-8 calcium fluorescence, agonist mode; 0% DMSO, 100% acetylcholine EC100; activation, % at 3 µM; actives 0.33% (n = 360,000); AID 588814;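 active means activation above the run's mean compound activation plus 3 SD, cut at about 16% in these data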;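 further: peak over basal fluorescence ratio within a 140 s kinetic read after compound addition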
* = called active by the depositor; · = no result given; & = joins results of further samples.

Sample of the layout:
SMILES	M1 PAM	TAAR1 antagonist	M1 ag parental	CHO-K1 Ca antag	M1 antag	CHO parental Ca	TAAR1 ag	M1 PAM parental	CHRM1 agonist
CCOc1cc(/C=N/NC(=O)Cc2ccc(C(F)(F)F)cc2[N+](=O)[O-])ccc1O	6	-4	1.3	-4	0	-17	0	18	-8
Cc1cc(C)cc(N(C(C)C(=O)NCc2ccc3c(c2)OCO3)S(C)(=O)=O)c1 (stereo not given)	11	-14	0.1	-10	-12	-12	3	10	-4

The whole of this part (from the top)
SMILES	M1 PAM	TAAR1 antagonist	M1 ag parental	CHO-K1 Ca antag	M1 antag	CHO parental Ca	TAAR1 ag	M1 PAM parental	CHRM1 agonist
CCOc1cc(/C=N/NC(=O)Cc2ccc(C(F)(F)F)cc2[N+](=O)[O-])ccc1O	6	-4	1.3	-4	0	-17	0	18	-8
Cc1cc(C)cc(N(C(C)C(=O)NCc2ccc3c(c2)OCO3)S(C)(=O)=O)c1 (stereo not given)	11	-14	0.1	-10	-12	-12	3	10	-4
COc1cccc(C(=O)/C=C2\Sc3ccccc3N2C)c1	12	7	-0.2	24*	1	-13	6	-11	-4
COC(=O)c1ccc(NC(=O)c2cc3c(CO)cnc(C)c3oc2=Nc2cccc(C(N)=O)c2)cc1	13	-4	-0.3	-8	-9	-7	-2	-6	1
O=C(Cn1cnc2ccccc2c1=O)Nc1ccc2c(c1)OCO2	-6	-1	-0.6	13	2	1	6	-12	-4
O=C(Nc1ccc(CN2CCOCC2)cc1)c1ccc(-c2cc(Cl)ccc2Cl)o1	-1	39	5.3	-7	1	-3	23	16	0
COC(=O)c1cc2c(C)nn(-c3ccccc3)c2s1	-3	-4	-0.4	0	2	-11	3	-8	-4
CCCN(C(=O)CN1C(=O)NC2(CCCCCC2)C1=O)C1CCS(=O)(=O)C1 (stereo not given)	6	-16	0.5	-6	-8	-4	4	8	-2
COC(=O)c1ccc2nc(-c3ccc(S(C)(=O)=O)cc3)cn2c1	5	-19	0.1	-8	-1	0	1	11	-3
Cc1cc(OCC(=O)NNC(=S)NC(=O)c2ccc(Br)o2)ccc1Cl	1	66*	0.3	12	-3	·	121*	-9	12
O=C(Nc1ccc(Oc2ccc(Br)cc2)cc1)C1=CC=CN2CCS(=O)(=O)N=C12	-10	0	0.0	2	20	-3	4	-7	-2
COc1ccc(NC(=S)N2CCC(NC(=O)c3ccccc3C)CC2)cc1	10	-20	1.7	-6	-10	-4	1	24	-4
Cn1c(-c2sc(=S)n(-c3ccccc3)c2N)nc2ccccc21	-11	0	-0.1	-7	-6	1	12	2	-4
O=C(Nc1cccc(C(=O)N2CCOCC2)c1)c1ccccc1	2	-9	0.2	-4	1	1	8	-4	-2
COC(=O)Cc1ccc(NC(=S)N2CCCC(C)C2)cc1 (stereo not given)	7	4	-0.5	0	-6	-3	4	8	-1
COc1ccc(CCNC(=S)NCc2cccs2)cc1OC	4	0	2.9	-10	-1	-8	2	8	-3
COc1ccc(CCNc2nnc(Sc3nnnn3-c3ccccc3)s2)cc1OC	0	6	1.0	4	2	-20	19	-3	-2
CC(=O)OCC1OC(n2ncc(=O)n(Cc3ccccc3)c2=O)C(OC(C)=O)C1OC(C)=O (stereo not given)	13	8	0.1	9	-9	-10	10	-5	-7
COC1OC2COC(c3ccccc3)OC2C(NC(C)=O)C1OC(C)=O (stereo not given)	3	-33	0.6	-3	-10	·	1	11	-1
CCOC(=O)c1nn(-c2ccc(C)c(C)c2)c(=O)c2c(N)scc12	2	1	-0.6	9	0	-14	0	4	2
CN(C)S(=O)(=O)c1cccc(NC(=O)COC(=O)c2c[nH]c(=O)[nH]c2=O)c1	9	-20	3.9	2	-3	-10	1	-5	0
CCOC(=O)N1CCC(NC(=O)c2cc(S(=O)(=O)N3CCc4ccccc43)cn2C)CC1	0	-12	1.2	-6	9	-28	4	19	-1
COc1cccc(CNC(=O)CCC2CCCN(C(=O)C3=CC(=O)CC(C)(C)O3)C2)c1 (stereo not given)	11	-1	-0.7	17	-7	-18	4	-4	-14
CC1CC(C)CN(C(=O)c2cccc(S(=O)(=O)NCc3ccccc3)c2)C1 (stereo not given)	-2	4	1.5	-1	5	-20	58*	-3	4
C=C1C(=O)[C@]23C[C@H]1CCC2[C@@]1(C)C(C[C@@H]3O)[C@](C)(C(=O)O)C[C@H](O)[C@@H]1O (stereo not given in full)	8	-9	0.9	4	-5	·	2	14	-2

A run of entries of the results above, for reference:
SMILES	M1 PAM	TAAR1 antagonist	M1 ag parental	CHO-K1 Ca antag	M1 antag	CHO parental Ca	TAAR1 ag	M1 PAM parental	CHRM1 agonist
CCOc1cc(/C=N/NC(=O)Cc2ccc(C(F)(F)F)cc2[N+](=O)[O-])ccc1O	6	-4	1.3	-4	0	-17	0	18	-8
Cc1cc(C)cc(N(C(C)C(=O)NCc2ccc3c(c2)OCO3)S(C)(=O)=O)c1 (stereo not given)	11	-14	0.1	-10	-12	-12	3	10	-4
COc1cccc(C(=O)/C=C2\Sc3ccccc3N2C)c1	12	7	-0.2	24*	1	-13	6	-11	-4
COC(=O)c1ccc(NC(=O)c2cc3c(CO)cnc(C)c3oc2=Nc2cccc(C(N)=O)c2)cc1	13	-4	-0.3	-8	-9	-7	-2	-6	1
O=C(Cn1cnc2ccccc2c1=O)Nc1ccc2c(c1)OCO2	-6	-1	-0.6	13	2	1	6	-12	-4
O=C(Nc1ccc(CN2CCOCC2)cc1)c1ccc(-c2cc(Cl)ccc2Cl)o1	-1	39	5.3	-7	1	-3	23	16	0
COC(=O)c1cc2c(C)nn(-c3ccccc3)c2s1	-3	-4	-0.4	0	2	-11	3	-8	-4
CCCN(C(=O)CN1C(=O)NC2(CCCCCC2)C1=O)C1CCS(=O)(=O)C1 (stereo not given)	6	-16	0.5	-6	-8	-4	4	8	-2
COC(=O)c1ccc2nc(-c3ccc(S(C)(=O)=O)cc3)cn2c1	5	-19	0.1	-8	-1	0	1	11	-3
Cc1cc(OCC(=O)NNC(=S)NC(=O)c2ccc(Br)o2)ccc1Cl	1	66*	0.3	12	-3	·	121*	-9	12
O=C(Nc1ccc(Oc2ccc(Br)cc2)cc1)C1=CC=CN2CCS(=O)(=O)N=C12	-10	0	0.0	2	20	-3	4	-7	-2
COc1ccc(NC(=S)N2CCC(NC(=O)c3ccccc3C)CC2)cc1	10	-20	1.7	-6	-10	-4	1	24	-4
Cn1c(-c2sc(=S)n(-c3ccccc3)c2N)nc2ccccc21	-11	0	-0.1	-7	-6	1	12	2	-4
O=C(Nc1cccc(C(=O)N2CCOCC2)c1)c1ccccc1	2	-9	0.2	-4	1	1	8	-4	-2

More records.
SMILES	M1 PAM	TAAR1 antagonist	M1 ag parental	CHO-K1 Ca antag	M1 antag	CHO parental Ca	TAAR1 ag	M1 PAM parental	CHRM1 agonist
CCOC(=O)c1cnc(-n2nc(C)cc2C)nc1Oc1ccc(C#N)cc1	1	-34	2.3	-3	1	-26	0	-3	-5
CC(=O)c1cccc(NS(=O)(=O)N2CCOCC2)c1	10	-12	0.6	-13	-12	·	3	9	-2
Fc1cccc(CSc2ncnc3c2ncn3C2CCCCO2)c1 (stereo not given)	2	9	0.9	-22	-20	·	3	-4	-1
O=C1CN(C(=O)c2ccc(Cl)c(S(=O)(=O)N3CCc4ccccc43)c2)c2ccccc2N1	7	-3	10	-11	-9	-19	15	19	3
CCN(C(=O)COC(=O)CNS(=O)(=O)c1ccc(C)cc1)C1CCS(=O)(=O)C1 (stereo not given)	10	-17	-0.7	11	-14	·	5	-3	-2
CCOC(=O)C1=C(CN2CCN(C(=O)OCC)CC2)NC(=O)NC1c1ccc2c(c1)OCO2 (stereo not given)	7	-7	-0.1	-6	-6	-8	0	22	-2
CC(C)NC(=O)c1ccccc1NC(=O)Cc1ccc([N+](=O)[O-])cc1	3	-17	7.4	-6	1	-14	1	11	-5
CCOC(=O)c1cn[nH]c1N	8	18	0.6	-3	-13	-3	9	15	3
O=C(NC(Cc1ccccc1)C(=O)O)/C(=C/c1ccc([N+](=O)[O-])cc1)NC(=O)c1ccco1 (stereo not given)	4	-1	1.4	-15	-6	6	0	11	-1
CCC(=O)CCC(=O)c1ccc2ccccc2c1	-1	22	1.4	-4	5	-3	-1	9	-8
CN(C(=O)CCCN1C(=O)c2cccc3cccc(c23)C1=O)c1ccccc1	-2	-2	2.1	8	5	-7	4	13	0
COC(=O)c1ccccc1NC(=O)c1ccc(-c2ccccc2F)o1	5	-1	2.5	-13	-11	-7	-1	9	-3
Cc1ccnc(SCC(N)=O)n1	-1	-1	-0.2	-1	12	2	0	5	0
COc1ccc2ccccc2c1CN1CCN(C(=O)c2ccccc2)CC1	3	-23	2.4	-20	-1	-18	3	20	-4
CSc1nnc(Cn2c(=O)sc3ccccc32)n1CCc1ccccc1	0	13	-0.1	13	-13	-21	-1	3	3
CC1CCC/C(=N/Nc2nc3ccccc3s2)C1 (stereo not given)	-4	-19	-0.2	-1	1	-22	4	-4	-5
Cc1ccc(CN2CCN(/N=C\c3cccc([N+](=O)[O-])c3)CC2)cc1	-5	1	1.2	-10	-1	-32	1	14	-8
Cc1[nH]n(-c2cccc3ccccc23)c(=O)c1C=Nc1ccc2[nH]c(=O)[nH]c2c1	9	-1	0.7	-21	-14	-19	4	26	-4
NCCCS(=O)(=O)O	0&2	6&-22	-0.1&0.3	8&-13	-5&-23	-6&3	1&4	1&18	-3&-2
COCCn1c(N)c(N(Cc2ccccc2)C(=O)C2CCCC2)c(=O)[nH]c1=O	10	4	2.2	-22	-9	-20	-1	8	-3
Cc1cc(C)cc(NC2=NC3(CCCCC3)N=C(N)N2)c1	-6	-14	0.3	-5	-4	-8	22	18	-9
COc1cc(OC)c(C2=NOC(C(=O)Nc3cc(C)nn3-c3ccccc3)C2)cc1Cl (stereo not given)	-3	8	1.1	-14	-3	-14	7	-1	1
O=C(NCCOCCOCCNC(=O)c1ccccc1)c1ccccc1	0	14	-0.2	2	0	-4	1	4	-7
CC(CC(=O)Nc1ccc2c(c1)c(=O)n(C)n2Cc1ccc(F)cc1)C(F)(F)F (stereo not given)	5	-9	4.2	-13	-19	·	3	3	1
COCc1cc(=O)n2[nH]c(C)nc2n1	8	10	-0.2	15	-1	9	8	-6	-2
CC1CCN(CC(=O)Nc2nn(-c3ccccc3)nc2C(N)=O)CC1	4	-1	-0.3	-2	-9	-5	1	2	-7
Cc1c(NC(=O)CN2C(=O)NC(C)(c3ccc(Cl)cc3)C2=O)c(=O)n(-c2ccccc2)n1C (stereo not given)	-1	6	0.4	0	2	7	0	-14	-3
Cc1nn(-c2ccccc2)c(Cl)c1/C=N/Nc1nnc(C)c(=O)[nH]1	12	-12	-0.4	18	-7	-3	4	-14	1
CCN(CC)CCN1C(=O)c2ccccc2NC1c1ccc(Br)cc1 (stereo not given)	-30	2	1.1	6	22	-33	7	11	-14
C/C(NC(=O)c1cccc(F)c1)=C1/C(=O)C[C@@H]2[C@H]1C2(C)C	3	13	0.3	1	0	-5	5	12	-2

An unsorted share of the library; 4.4% or so of the library scored in one or more.
